Screening data: PubChem, National Center for Advancing Translational Sciences (NCATS)
MCF10A rereplic = DNA re-replication induction in MCF 10a cells. MCF 10A DNA re-replication, Hoechst nuclear intensity, 48 h. Potency, µM (series often up to 46.1 µM), without a hit: at the top dose activity, positive = re-replication, most hits filed as activators. 350,000 compounds, 2.9% hits. AID 624296; further: potency means the concentration at half of the fitted maximal effect; % of control where 0% means no effect; nearly all actives have a fitted effect of over 50% in size
HT1080 IDH1KD tx = kills HT-1080 cells with IDH1 knockdown; 360,000 compounds, 2% hits; Potency, µM (highest dose often 46.1 µM), for the others: at the highest dose activity, negative = toxicity, most hits filed as cytotoxic; HT-1080 IDH1 knockdown viability, ATP luminescence, 48 h;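 further: potency means the concentration at half of the fitted maximal effect; 0% = DMSO wells and -100% = cell-free medium wells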
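Luminescent ATP read-out (CellTiter-Glo, 10 min at room temperature) after 48 h compound exposure at 37 °C gave viability of IDH1-knockdown HT-1080 cells. Activity was normalised to DMSO and cell-free wells, then fitted as concentration-response curves.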
ATXN2 expr inh = ATXN2 expression inhibition; AID 1745845; Potency, µM (titrated, usually from 57 µM), without a hit: top-dose activity change, negative = inhibition, most hits filed as inhibitors; HEK-293 ATXN2-luciferase reporter, luminescence, 24 h; 360,000 compounds, 0.72% hits; further: potency means the concentration at half of the fitted maximal effect; on the % scale 0 is the no-effect control and ±100 the full control effect; nearly all actives have a fitted effect of over 55% in size
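ATXN2-luciferase reporter cells (luciferase flanked by upstream and downstream ATXN2 gene portions) were treated 24 h at 37 °C with compounds at up to 57 uM. SteadyGlo luminescence gave expression; GF-AFC fluorescence gave viability.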
KB-3-1 tox = kills parental KB-3-1 adenocarcinoma cells. KB-3-1 viability, CellTiter-Glo ATP luminescence, 72 h. Potency, µM (titrated, usually from 46.1 µM), for inactives: at the highest dose activity change, negative = cytotoxic, most hits filed as cytotoxic. 400,000 compounds, 1.4% hits. AID 1347075; further: potency means the concentration at half of the fitted maximal effect; on the % scale 0 is the no-effect control and ±100 the full control effect; nearly all actives have a fitted effect of over 60% in size
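Here the drug-naive KB-3-1 line serves as comparator for MDR sub-line selectivity; cells received compound titrations, 72 h at 37 °C, then CellTiter-Glo readout.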
SW480 rerep = induces DNA re-replication in SW480 colon adenocarcinoma cells; 340,000 compounds, 1.8% hits; AID 624297; Potency, µM (series often up to 46.1 µM), inactives show top-dose re-replication activation, most hits filed as activators; SW480 DNA re-replication, Hoechst DNA content imaging, 48 h; further: potency means the concentration at half of the fitted maximal effect; % of control where 0% means no effect; nearly all actives have a fitted effect of over 55% in size
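Compounds, transferred as 23 nL by pin tool, were incubated with cells for 48 hr; DNA content per nucleus was then quantified by Hoechst staining and fluorescence plate imaging.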
KB-V1 cytotox = KB-V1 MDR subline cytotoxicity; 400,000 compounds, 3.4% hits; AID 1347076; KB-V1 MDR cells viability, CellTiter-Glo, 72 h; Potency, µM (series often up to 46.1 µM), inactives show at the top dose activity change, negative = cytotoxicity, most hits filed as cytotoxic; further: potency means the concentration at half of the fitted maximal effect; on the % scale 0 is the no-effect control and ±100 the full control effect; nearly all actives have a fitted effect of over 60% in size
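Cytotoxicity via CellTiter-Glo luminescence after 72 h compound exposure at 37 degrees C. Cells: drug-selected KB-V1 line, DMEM phenol-red free plus 10% FBS. Compounds tested at multiple concentrations; normalized data fitted to concentration-effect curves.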
IL1B secr inh = blocks inflammasome-driven IL-1 beta release; AID 743279; THP-1 LPS/ATP IL-1B secretion, AlphaLISA, 16 h; hits give low values; 360,000 compounds, 4.7% hits; activity change, % at 57.5 µM; in the data active means activity change below about -50%; inconclusive means mostly about -30% to -49%; further: on the % scale 0 is the no-effect control and ±100 the full control effect
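THP-1 cells pretreated 1 hr with compounds (up to 57.5 uM final), then stimulated with LPS (250 ng/mL final) plus ATP (1.25 mM final); secreted IL-1B measured by AlphaLISA after 16 hr, decreased signal indicating inhibition.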
WRN helicase inh = blocks human WRN helicase; Potency, µM (series often up to 114 µM), without a hit: top-dose activity change, negative = inhibition, actives largely listed as inhibitors; Q14191; AID 651768; WRN helicase unwinding, fluorescent forked duplex, kinetic; 360,000 compounds, 0.46% hits; further: potency means the concentration at half of the fitted maximal effect; on the % scale 0 is the no-effect control and ±100 the full control effect; nearly all actives have a fitted effect of over 55% in size
Target sequence (Q14191 whole entry, looked up): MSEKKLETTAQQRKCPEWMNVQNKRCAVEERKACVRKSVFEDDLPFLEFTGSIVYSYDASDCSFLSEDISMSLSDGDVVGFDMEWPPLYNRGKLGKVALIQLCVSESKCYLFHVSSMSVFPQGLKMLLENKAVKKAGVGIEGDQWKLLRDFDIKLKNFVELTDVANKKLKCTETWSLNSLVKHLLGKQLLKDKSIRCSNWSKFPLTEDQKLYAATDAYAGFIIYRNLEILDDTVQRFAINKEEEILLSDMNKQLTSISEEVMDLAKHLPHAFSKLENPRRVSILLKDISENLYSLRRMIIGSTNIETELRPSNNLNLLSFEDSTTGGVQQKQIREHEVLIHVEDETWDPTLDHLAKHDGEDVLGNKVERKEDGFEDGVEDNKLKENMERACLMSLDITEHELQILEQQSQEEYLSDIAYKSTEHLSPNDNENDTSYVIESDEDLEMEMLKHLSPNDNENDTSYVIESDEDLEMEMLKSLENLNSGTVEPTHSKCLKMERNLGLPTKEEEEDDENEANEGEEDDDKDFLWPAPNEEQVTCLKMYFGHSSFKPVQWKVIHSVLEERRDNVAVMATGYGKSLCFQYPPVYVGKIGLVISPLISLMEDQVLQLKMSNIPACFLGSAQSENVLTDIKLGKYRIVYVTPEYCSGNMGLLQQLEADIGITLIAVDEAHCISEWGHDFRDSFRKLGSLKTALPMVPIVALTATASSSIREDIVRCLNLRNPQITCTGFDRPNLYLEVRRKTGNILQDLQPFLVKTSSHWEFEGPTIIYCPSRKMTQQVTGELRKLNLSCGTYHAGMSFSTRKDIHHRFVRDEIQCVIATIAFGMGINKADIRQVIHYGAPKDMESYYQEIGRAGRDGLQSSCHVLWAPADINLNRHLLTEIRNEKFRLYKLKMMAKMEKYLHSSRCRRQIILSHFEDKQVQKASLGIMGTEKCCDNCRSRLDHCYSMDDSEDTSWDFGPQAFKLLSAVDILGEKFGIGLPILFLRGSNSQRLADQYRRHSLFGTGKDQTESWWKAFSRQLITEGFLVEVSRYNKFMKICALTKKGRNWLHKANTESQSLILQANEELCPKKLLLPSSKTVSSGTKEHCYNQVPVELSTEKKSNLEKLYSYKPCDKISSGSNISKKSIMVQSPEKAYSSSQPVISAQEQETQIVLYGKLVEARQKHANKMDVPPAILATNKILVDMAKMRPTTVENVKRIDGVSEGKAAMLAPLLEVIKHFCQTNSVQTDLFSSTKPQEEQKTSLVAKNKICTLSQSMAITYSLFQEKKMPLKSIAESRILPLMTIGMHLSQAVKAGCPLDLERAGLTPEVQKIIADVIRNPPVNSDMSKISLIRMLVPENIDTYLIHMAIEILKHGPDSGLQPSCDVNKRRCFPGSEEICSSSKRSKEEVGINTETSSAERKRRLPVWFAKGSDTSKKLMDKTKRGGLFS
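WRN at 20 nM final preincubated with compound 15 min at room temperature; reaction started with 100 nM fluorophore/quencher forked duplex oligonucleotide and 2 mM ATP final. Unwinding followed kinetically by red fluorescence (ex 525, em 598 nm).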
HT1080NT lethal = kills 2HG-producing HT-1080-NT fibrosarcoma cells. HT-1080-NT fibrosarcoma viability, CellTiter-Glo ATP luminescence, 48 h. Potency, µM (highest dose often 46.1 µM), for inactives: at the top dose activity, negative = less viability, usual class: cytotoxic. 360,000 compounds, 1.6% hits. AID 686970;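 further: NT is the 2HG producing partner of a matched IDH1 knockdown line; potency means the concentration at half of the fitted maximal effect; 0% = DMSO-treated cells and -100% = media-only wells without cells; nearly all actives have a fitted effect of over 55% in size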
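Viability of the 2HG-overproducing fibrosarcoma line after 48 hours of compound exposure at 37 degrees C was determined by luminescence with CellTiter-Glo, and concentration-effect curves were then fitted and categorized.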
An asterisk follows results filed as active; ? = inconclusive; · = no result given; [ ] = remark or other dose. Unless noted, the call rests on the fitted dose curve; in most records, active means well fitted curve in the direction sought with a large enough effect; inconclusive means small, poorly fitted or top-dose-only effect, or another doubt; inactive means no such curve, though single readings can be large; an effect the other way counts as inactive or inconclusive.

Below each SMILES – IL1B secr inh, ATXN2 expr inh, KB-3-1 tox, SW480 rerep, WRN helicase inh, HT1080 IDH1KD tx, MCF10A rereplic, HT1080NT lethal, KB-V1 cytotox
COc1ccc(Cc2noc(CN(C)CCN3CCc4ccccc4C3)n2)cc1OC
    9.2, ·, -19.3%, -5.6%, -10.8%, 4.3%, 0.8%, 1.5%, 0.0%
CCN(c1ccc(NC(=O)COC(=O)c2ccc(S(=O)(=O)N3CCCC3)cc2)cc1)C(C)C
    -0.2, 5.2%, 0.2%, -6.4%, 1.5%, 2.3%, 4.7%, 5.1%, 3.9%
O=C(Nc1cc(S(=O)(=O)N2CCOCC2)ccc1N1CCOCC1)c1c(F)cccc1Cl
    -0.7, -5.1%, 5.7%, -5.9%, -5.6%, -2.0%, 5.3%, -5.8%, -9.5%
FC(F)(F)c1ccc(Cl)c(N/N=C/c2ccc(N3CCOCC3)s2)c1
    -25.0, 0.5%, 8.3%, ?, -25.4%, -12.2%, ?, -11.4%, -5.6%
O=C(c1n[nH]c(=O)c2ccccc12)N1CCN(c2ccccc2)CC1
    11.8, 6.6%, -18.9%, 1.4%[9.22 µM], 4.5%, ?, 3.2%, 4.7%, -1.3%
CC(=O)Nc1ccc(NC(=O)C2(C)Cc3c(-c4ccc5c(c4)OCO5)ccnc3O2)cc1 (centres undefined)
    0.0, 0.1%, 0.0%, ·, -0.6%, -17.4%, ·, -11.0%, 2.2%
O=C(c1ccccc1Cc1ccccc1)N1CCN(S(=O)(=O)c2ccccc2)CC1
    -25.1, 3.7%, -5.5%, ?, -6.5%, 0.8%, 2.6%, 0.3%, ?
CCCC(=O)NNC(=O)c1ccoc1C
    -10.1, 7.9%, 1.4%, 1.3%, 8.8%, 8.6%, 0.7%, 11.4%, 3.9%
COc1ccc(S(=O)(=O)N2CCN(c3nc(-c4cccnc4)nc4ccccc34)CC2)cc1
    -21.9, ?, ?, -12.8%, -7.4%, -23.4%, ?, -16.8%, ?
CCOC(=O)C1CCN(C(=O)CN2C(=O)c3cccnc3Oc3ccc(C)cc32)CC1
    -15.8, 5.0%, -1.0%, 1.8%, 3.0%, 0.7%, 3.8%, -0.6%, 0.0%
Cc1c(NS(=O)(=O)c2cccc(C(=O)NCc3ccccc3)c2)c(=O)n(-c2ccccc2)n1C
    5.9, -4.2%, 17.1%, -0.6%, -18.0%, 9.5%, -0.2%, -2.0%, ?
Cc1ccc2c(c1)C1CN(C)CCC1N2S(=O)(=O)c1ccccc1F (centres undefined)
    -50.7*, -14.5%, 5.7%, 12.9%, -3.6%, -5.5%, -1.3%, -11.6%, 0.0%
Cn1c(N)c(C(=O)COC(=O)c2cccnc2Cl)c(=O)n(C)c1=O
    -23.1, 4.2%, 5.6%, -2.9%, -6.2%, 14.9%, -6.7%, 11.1%, 9.6%
COc1ccccc1NC(=O)C1CCOC1=O (centres undefined)
    -5.8, -18.4%, 0.8%, -14.2%, 4.3%, 3.3%, ?, 2.7%, ?
CCc1nc2oc3ccccc3c(=O)c2c(=O)n1-c1ccccc1
    26.9, 80.4%[activator], 1.5%, 5.9%, -8.3%, ?, -4.2%, ?, 14.6µM*
COc1cc2ccc(CC(=O)O)cc2cc1OC
    ·, ·, ·, ·, -0.9%, -5.8%, ·, -9.2%, 0.0%
O=C(NCCCc1ccccc1)C1CC(=O)N(c2ccc3c(c2)OCCO3)C1 (centres undefined)
    19.7, 4.1%, 6.3%, 0.2%, 2.5%, 5.3%, 3.5%, 6.5%, 23.1µM*
COCCNc1nnc(SCC(=O)NC(=O)c2ccc(Cl)cc2)s1
    20.9, 0.0%, 6.1%, -79.2%[inhibitor], -13.5%, 2.8%, 3.2%, 7.3%, 2.3%
O=C(CCCC(=O)N(CC(=O)NC1CCCC1)c1ccc(F)c(Cl)c1)Nc1ccccn1
    20.2, 13.1%, -1.7%, -3.5%, -0.8%, 10.6%, -0.6%, -2.0%, -27.7%
c1ccc(-n2ncc3c(NCC4CCCO4)ncnc32)cc1 (centres undefined)
    -13.9, 44.1%[activator], -24.7%, -3.4%[9.22 µM], 0.0%, -0.6%, 28.7%, 0.1%, ?
O=C1N(c2ccc(Cl)cc2)C(c2ccc(Cl)cc2)N2CCCN12 (centres undefined)
    -5.1, -1.1%, 0.0%, -5.8%, -7.1%, -3.7%, -3.9%, -0.3%, -8.2%
CC12CN(C(=O)c3ccccc3Br)CC(C)(CN(C(=O)c3ccccc3Br)C1)C2=O
    24.2, 16.8%, -4.0%, ?, -0.9%, 6.2%, 0.1%, 7.1%, ?
COc1ccc(N2C(=O)CC(Sc3nc4ccccc4s3)C2=O)cc1 (centres undefined)
    9.2, 30.5%[11.3 µM], 3.4%, 16.6%, -17.4%, 7.1%, ?, 1.1%, 10.2%
Cc1ccc(Cn2cccc(NC(=O)CCC3CCCC3)c2=O)cc1
    -21.4, 12.1%, -21.3%, 11.4%, -19.7%, -24.2%, 0.5%, -14.3%, ?
CCN(C(=O)COC(=O)c1ccc(C=O)cc1)c1c(N)n(Cc2ccccc2)c(=O)[nH]c1=O
    58.2, 6.4%, 2.8%, ?, -6.3%, 13.0%, 16.8%, 0.4%, 8.5%
CCn1c(CC(=O)Nc2ccccc2C)nnc1SCC(=O)NC1=NCCS1
    25.5, -14.2%, 9.5%, 11.0%, -4.5%, 9.9%, 1.7%, 12.9%, -2.0%
Cc1ccnc(N2CCC(C(=O)NNC(=O)c3ccncc3)CC2)n1
    3.9, ·, -3.2%, -8.4%, 2.5%, -2.6%, -9.8%, 0.3%, 13.9%
O=c1[nH]c(CSc2nnc(NCCCN3CCOCC3)s2)nc2cc(Cl)ccc12
    -5.8, -11.4%, 5.5%, -1.6%, -0.7%, 1.5%, 1.7%, 12.1%, -25.7%
COc1ccc(C)cc1NC(=O)C12CCC(C)(C(=O)O1)C2(C)C (centres undefined)
    17.2, 28.6%, -4.3%, -0.8%, -9.5%, 5.9%, 25.9%, 9.8%, -0.8%
COCCCN(C(=O)c1ccc2ccccc2n1)c1c(N)n(Cc2ccccc2)c(=O)[nH]c1=O
    21.2, ·, -1.7%, -3.9%, -5.8%, -3.7%, -0.7%, 0.9%, -4.7%
O=S1(=O)CCC(=Nc2ccc(Cl)cc2)c2ccsc21
    -12.2, ·, -8.6%, 19.8%, 2.1%, -5.4%, -12.6%, -13.3%, 15.3%
CCCCNC(=O)Nc1c(C(=O)OCC)[nH]c2ccccc12
    20.0, 3.4%, 19.0%, 7.7%, -21.2%[57.1 µM], -0.6%, -0.3%, -2.8%, -19.9%
Cc1ccc(NC(=O)COC(=O)C2COc3ccccc3O2)cc1S(=O)(=O)N1CCOCC1 (centres undefined)
    0.0, -4.5%, 2.0%, 0.3%, -17.2%, -3.2%, 3.9%, 0.2%, 14.7%
COc1ccc(-c2[nH]ncc2/C=C(/C#N)C(=O)NC2CCCCCC2)cc1
    -88.2*, ?, ?, 12.6µM*, -2.6%, ?, 10µM*, 18.4µM*, -10.7%
CCOC(=O)c1ccc(NC(=O)COc2cc3oc(=O)c(CC(C)O)c(C)c3cc2Cl)cc1 (centres undefined)
    -19.5, -3.6%, 11.5%, -26.7%, -0.2%, 5.7%, -0.1%, 21.6%, 19.9%
CC(C)CC(C(=O)OCC(=O)Nc1ncc(Cl)cc1Cl)N1C(=O)c2ccccc2C1=O (centres undefined)
    32.0, -21.0%, -4.0%, -0.1%, -19.4%, -1.6%, 0.4%, -0.7%, 0.0%
O=c1c2ccc(Cl)cc2nc(-c2ccc([N+](=O)[O-])cc2)n1O
    101.5, ?, ?, -1.2%, -7.7%, -22.6%, 23.0%, -16.3%, ?
NC(=O)CSc1nc(N)c2c3c(sc2n1)CCCCC3
    6.6, 35.1%[activator], 5.9%, -5.6%, -11.6%, 8.0%, 15.7%, 11.7%, ?
CN1CCC(N(C)C(=O)CCc2nc3ccccc3c(=O)[nH]2)CC1
    14.3, 2.4%, -2.4%, -15.7%, -5.9%, 3.5%, 11.8%, 2.2%, 8.7%
C/C(=N\Nc1nc2c(s1)CCCC2)c1ccc(Cl)cc1
    -55.5*, 4.8%, ?, ?, ?, 23.1µM*, ?, 23.1µM*, ?
CC(=O)c1ccc(-n2nncc2C(C)(C)C)cc1
    16.2, 5.3%, 0.1%, 16.4%, -1.4%[57.1 µM], -6.4%[9.24 µM], 5.5%, ?, -5.7%
O=C(/C=C/c1ccco1)NCC1CCCO1 (centres undefined)
    12.7, 3.8%, -0.2%, -1.5%, -23.9%, 7.8%, -0.9%, 4.4%, -10.8%
CCOC(=O)Nc1sc(C)nc1-c1ccccc1
    -6.2, 24.6%, 8.2%, -3.2%, -13.4%, 8.0%, 18.9%, 3.5%, ?
Cc1ccc(C)c(OCCC(=O)NCCc2ccc(F)cc2)c1
    -7.2, -13.5%, 1.1%, ?, 9.0%, 0.3%, 7.3%, -9.6%, 15.1%
CCOc1ccccc1NC(=O)COc1ccc2ccc(=O)oc2c1
    -11.7, 2.0%, 8.9%, 5.3%, -9.4%, 26.2%, 17.7%, 20.2%, -18.4%
CC(C)(C)c1ccc(OCC(O)CS(=O)(=O)c2ccccn2)cc1 (centres undefined)
    30.4, 55.0%[activator], 6.7%, 4.8%, -11.9%, -27.9%, -1.0%, -5.1%, ?
Cc1ccc(CN(c2ccc(C(=O)NCC3CCCO3)cc2)S(C)(=O)=O)cc1 (centres undefined)
    0.0, -2.4%, 2.0%, -1.5%, 1.8%, -1.5%, -13.6%, 4.7%, -4.9%
O=C(OCC(=O)N1CCCC1)c1cc2c(cc1[N+](=O)[O-])OCCO2
    -24.6, ·, -4.8%, -1.9%, 8.3%, -6.6%, -3.2%, 2.5%, ?
